Bioassay records deposited in PubChem by several laboratories.
Ecoli tolC: blocks growth of E. coli BW25113 tolC mutant. OD615. growth inhibition, % at 10 µM (by protocol). actives 2.2% (n = 65,000);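 active means growth inhibition at or above a cutoff equal to the mean over every tested compound plus 3 SD, cut at about 60% in these data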;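 further: growth measured after 20 h incubation at 37 °C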
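Test system – E. coli BW25113 ΔtolC::kan, tolC deletion mutant strain · Detection – OD at 615 nm · Buffer or medium – LB with kanamycin 50 µg/mL · Times – 20 h compound exposure of bacteria at 37 °C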
S1P3 agonist: agonists of human S1P3 receptor. Q99500. S1P3 NFAT-BLA reporter cells, agonism, FRET ratio; relative to 1 µM S1P, basal subtracted. activation, % at 4.5 µM. actives 0.1% (n = 60,000). AID 373;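 active means activation above the screen-wide mean plus 3 SD, cut at about 4.5% in these data, passing the limit was not always enough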; further: some compounds called inactive have numbers as strong as hits
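Material: Human S1P3 NFAT-BLA reporter CHO cells | Incubation: Overnight plating, 4 h compound 37 °C, 2 h substrate RT | Signal: FRET β-lactamase substrate fluorescence, excitation 405 nm, 460/535 nm emission ratio, background-subtracted | Compound: 4.5 µM final, single dose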
RORA act: activators of human nuclear receptor RORA; CHO-K1 Gal4-RORA LBD luciferase reporter, luminescence; percent increase over mock-subtracted basal signal; actives 1.5% (n = 65,000); P35398; activation, % at 10 µM;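 active means activation above the mean of all tested compounds plus 3 SD, cut at about 49% in these data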;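 further: 0% = DMSO-treated RORA cells and 100% = added signal equal to DMSO minus mock-transfected cells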
SF1 activator: SF-1 (human) activation; Q13285; CHO-K1 Gal4-SF-1 LBD luciferase reporter; % increase over DMSO SF-1-specific signal; activation, % at 10 µM; actives 1.9% (n = 65,000); AID 522;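 active means activation above the mean activation of all tested compounds plus 3 SD, cut at about 50% in these data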
Target sequence (Q13285 whole entry, looked up, the tested form may be a part): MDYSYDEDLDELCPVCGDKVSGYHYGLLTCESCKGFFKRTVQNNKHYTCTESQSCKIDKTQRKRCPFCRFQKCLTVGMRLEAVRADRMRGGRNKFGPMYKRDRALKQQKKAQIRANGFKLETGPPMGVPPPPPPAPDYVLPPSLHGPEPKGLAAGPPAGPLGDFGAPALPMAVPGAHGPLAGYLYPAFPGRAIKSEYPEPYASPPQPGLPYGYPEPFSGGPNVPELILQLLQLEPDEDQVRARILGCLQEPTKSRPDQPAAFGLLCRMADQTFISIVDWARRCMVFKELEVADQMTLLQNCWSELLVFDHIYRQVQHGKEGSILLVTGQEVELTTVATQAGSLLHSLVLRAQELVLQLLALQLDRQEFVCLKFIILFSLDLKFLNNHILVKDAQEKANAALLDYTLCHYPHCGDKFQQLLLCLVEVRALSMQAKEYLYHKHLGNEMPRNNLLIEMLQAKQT
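Assay system – CHO-K1 cells with Gal4–hSF-1 LBD chimera plus Gal4-driven luciferase · Quantity – 4,000 cells per well · Times – compound added 1 h post-seeding, 20 h exposure at 37 °C, 5% CO2 · Measured by – luciferase light emission · Benchmarks – DMSO and mock-transfected background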
AP ELISA ortho: alternative pathway complement inhibition, orthogonal assay; Human serum alternative complement pathway, LPS-coated ELISA, C3 deposition; tested in compound mixtures; inhibition, % at 5 µM; actives 0.08% (n = 62,000); AID 1235;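 active means inhibition above 30% in each of the two pooled mixtures holding the compound, so the lower value exceeds 30%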;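 further: 0% = serum in Mg-EGTA without compound and 100% = EDTA serum blank; some compounds past the cut are filed as inactive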
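Medium: diluted human serum in Mg2+-EGTA GVB++. Assay system: human serum complement alternative pathway, C3 deposition onto LPS. Also added: Plate-bound LPS. Technique: Anti-C3 ELISA, OD 450 nm. Measure: percent inhibition. Incubation: 1 h at 37 °C. Dosing: 5 µM each compound, pools of ten, 50 µM per pool.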
HTR1E agonist: activates the human 5-HT1E serotonin receptor; P28566; CHO 5-HT1E Ga15 NFAT-bla reporter, FRET; 0% DMSO wells, 100% control agonist wells; activation, % at 6 µM; actives 0.69% (n = 65,000);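 active means activation above a set limit, the screen-wide mean activation plus 3 SD, cut at about 8.5% in these data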;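 further: 100% = positive control agonist at 1 µM giving full maximal response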
Target sequence (P28566 whole entry, looked up): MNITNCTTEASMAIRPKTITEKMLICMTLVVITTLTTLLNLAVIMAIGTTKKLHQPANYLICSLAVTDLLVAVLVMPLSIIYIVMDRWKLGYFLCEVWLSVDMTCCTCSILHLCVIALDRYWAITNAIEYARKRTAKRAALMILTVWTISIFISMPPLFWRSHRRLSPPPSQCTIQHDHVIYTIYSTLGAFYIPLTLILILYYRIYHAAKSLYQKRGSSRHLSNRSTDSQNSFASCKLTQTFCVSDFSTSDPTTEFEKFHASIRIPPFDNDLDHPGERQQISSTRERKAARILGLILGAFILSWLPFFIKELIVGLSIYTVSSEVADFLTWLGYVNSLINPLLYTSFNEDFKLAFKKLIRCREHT
S1P1 ag pot: activates or potentiates agonism at human S1P1 receptor | P21453 | S1P1 CRE-bla cells, forskolin, beta-lactamase FRET, potentiator mode; S1P1 agonist co-added at EC20, 2 nM; 100% = saturating reference agonist, 0% = basal | activation, % at 9.5 µM | actives 0.57% (n = 56,000) | AID 449;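 active means activation above a cutoff set at the mean activation of all tested compounds plus 3 SD, cut at about 54% in these data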;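 further: forskolin at 4 µM as EC80 and the EC20 agonist is SEW2871; 100% = SEW2871 at its EC100 plus forskolin at EC80; some compounds past the cut are filed as inactive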
5HT1a antag: antagonists of human 5-HT1a serotonin receptor; P08908; CHO 5-HT1a Ga15 NFAT-bla reporter, antagonist mode; actives 0.68% (n = 62,000); inhibition, % at 10 µM;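 active means inhibition above the mean of all tested compounds plus 3 SD, cut at about 43% in these data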;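 further: receptor stimulated by 5-CT agonist at 100 nM near EC80; beta-lactamase reporter measured by ratiometric fluorescence of a cleavable substrate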
HTR1E antagonist: blocks the human 5-HT1E serotonin receptor; P28566; AID 571; CHO 5-HT1E Ga15 NFAT-bla reporter, FRET, antagonist; actives 0.99% (n = 65,000); inhibition, % at 6 µM;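 active means inhibition above a set limit, the mean inhibition across every tested compound plus 3 SD, cut at about 29% in these data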;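 further: signal is the 460 over 535 nm emission ratio of beta-lactamase substrate; 0% = agonist plus DMSO wells and 100% = wells without agonist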
Active calls of the source: *; . = not tested or not shown. An unsorted share of the library. About 7.1% of those tested had a hit in this group.

SMILES	Ecoli tolC	S1P3 agonist	RORA act	SF1 activator	AP ELISA ortho	HTR1E agonist	S1P1 ag pot	5HT1a antag	HTR1E antagonist
CCOc1ccccc1OCCCC(=O)N1CCN(S(=O)(=O)c2cccc(F)c2)CC1	7.5	-0.8	-2.0	8.9	8.4	0.1	-24.1	-7.8	2.8
CCOC(=O)C1=C(C)NC(=O)NC1c1ccc(Cl)cc1Cl (centres undefined)	1.2	0.0	-24.2	3.9	9.9	-0.2	-12.7	-23.9	-3.8
CCc1c(C)sc(NC(=O)c2cc(-c3ccco3)on2)c1C#N	-13.2	-1.1	8.8	1.5	15.3	-0.2	92.5*	3.0	1.2
Cc1oc(-c2ccc(Cl)cc2)nc1CN1CCC(C(=O)NCc2cccnc2)CC1	3.4	0.0	9.8	-0.1	-0.7	0.4	16.1	-8.8	-0.3
CCCOC(=O)CCn1c(=S)oc2ccccc21	0.8	-0.3	-4.9	-9.1	3.0	-0.1	20.2	-4.3	6.6
CS(=O)(=O)c1cccc(C(=O)Oc2ccccc2)c1	-13.8	0.2	37.4	-0.9	12.8	-1.0	-23.4	-4.7	-5.3
CCOc1ccc(-c2nnc3ccc(SC)nn23)cc1	4.4	-0.1	-5.6	6.5	11.6	0.2	-19.3	4.9	1.2
O=C(C1CCC(=O)N1C1CCCCC1)N1CCN(c2ccc(F)cc2)CC1 (centres undefined)	-12.7	0.0	20.2	-7.7	10.4	0.2	-0.2	-6.4	-2.9
O=C(CSc1nnc(-c2ccc(Cl)cc2)n1Cc1ccco1)Nc1ccc2c(c1)OCCO2	25.4	-0.5	-19.6	-6.2	4.6	-0.5	8.8	23.8	9.1
Cc1c(Br)c(C(F)(F)F)nn1CC(=O)NCC1CCCO1 (centres undefined)	0.8	-1.4	-16.4	2.3	3.1	-0.1	-14.0	13.8	-2.3
Cc1cccc(N2CCN(C(=O)CCNC(=O)Cn3ccc4ccccc4c3=O)CC2)c1C	12.7	-0.7	-22.1	2.0	16.2	0.1	5.5	4.6	-3.3
O=C(C1CCCN(S(=O)(=O)c2ccccc2)C1)N1CCCc2ccccc21 (centres undefined)	2.7	.	17.4	-4.7	1.5	-0.9	.	6.3	4.7
CS(=O)(=O)N1CCC(C(=O)NCCN2CCN(Cc3ccccc3)CC2)CC1	0.3	-0.5	-13.9	3.3	56.3	0.3	10.6	3.0	-0.9
Cc1onc(-c2ccccc2Cl)c1C(=O)Nc1cnn(Cc2ccccc2)c1	10.9	-1.1	1.7	5.1	7.9	0.8	20.3	-7.7	-8.7
Cc1ccc2c(c1)NC(=O)C(CC(=O)NCCN(C)C)O2 (centres undefined)	-17.9	0.3	5.4	-4.3	7.1	0.5	-20.3	-0.5	-3.4
Cc1cc(C)c2c(CN3CCN(C)CC3)cc(=O)oc2c1	-10.8	-0.4	-9.8	10.4	16.3	-0.8	-13.7	-0.7	-9.4
Cc1cc(C)n2c(SCC(=O)Nc3cc(C)on3)nnc2n1	-3.7	.	-11.4	-2.5	2.5	-0.2	.	-9.5	0.4
O=C(O)C1C2C=CC(C2)C1C(=O)NCCc1ccccc1 (centres undefined)	-6.5	-0.5	-9.3	-11.8	13.5	0.4	-6.4	-7.5	-2.9
O=C(c1ccncc1)c1nccn1-c1ccccn1	-6.9	.	-3.4	-1.7	18.2	0.4	.	6.9	5.8
CN1CCN(S(=O)(=O)c2ccc(NC(=O)c3csc4ccccc34)cc2)CC1	15.8	-0.3	-9.0	8.6	14.9	0.5	19.6	14.7	35.5*
CCCCCCn1c(CN2CCN(C)CC2)nc2c1c(=O)n(C)c(=O)n2C	0.9	-1.1	-2.8	-2.7	4.7	0.6	-15.9	-10.3	-8.4
Cc1nn(Cc2ccccc2)c(C)c1NC(=O)c1cc(-c2ccco2)on1	-0.2	-1.0	11.6	4.9	10.0	-0.2	-25.3	-2.7	-7.0
COc1nc(N)nc(NC23CC4CC(CC(C4)C2)C3)n1	25.9	-1.1	33.8	39.0	1.2	0.3	-37.8	-12.9	1.6
O=C(C1CCCN(S(=O)(=O)Cc2ccccc2)C1)N1CCc2ccccc21 (centres undefined)	3.5	.	-20.0	9.7	-5.7	-1.2	.	6.4	2.3
Cc1noc(C(=O)N2CC3(C)CC2CC(C)(C)C3)c1Cl (centres undefined)	-4.9	0.0	5.1	15.1	6.8	0.8	-11.0	-1.5	-3.9
Cc1cc(NC(=O)CCC(=O)N(C2CC2)C2(C(=O)NC3CCCC3)CCC(C)CC2)no1 (centres undefined)	-5.7	.	7.2	3.3	5.2	-0.9	.	12.7	0.5
OCCNc1nc2ccccc2n1-c1ccccc1	-8.3	-0.2	-10.9	-12.5	22.7	0.2	-10.7	-14.1	-9.9
COc1cccc2cc(C(=O)N(C)C3CCN(C)CC3)c(=O)oc12	-14.3	-0.5	-4.0	-4.4	15.1	-0.4	7.3	-6.8	-9.2
O=C(Cn1cc2c(n1)CCCCC2)Nc1ccc(F)cc1F	-4.5	-1.3	-0.6	-4.5	14.6	0.4	-23.1	-12.7	-6.9
O=C(Cn1cnc2c(cnn2-c2ccc(Cl)cc2)c1=O)NC1CCCCC1	2.8	-1.8	-14.4	-21.2	-7.6	-0.8	1.7	-12.2	-2.3
Cc1ccc(C)c(N2CCN(C(=O)C3CCCN(S(=O)(=O)c4c(C)[nH]c(=O)[nH]c4=O)C3)CC2)c1 (centres undefined)	-1.2	.	0.9	-2.3	12.1	0.6	.	-4.8	-5.4
O=c1[nH]c(N2CCCCC2)nc2c1CCCC2	-30.4	-0.2	-5.3	-3.2	5.7	0.9	-6.7	-17.7	-3.8
Cc1nc2sc(C(c3ccco3)N3CCC4(CC3)OCCO4)c(O)n2n1 (centres undefined)	-8.1	-0.2	22.1	6.8	.	-0.6	-0.8	5.6	-11.1
CCOc1cccc(-c2nnc3sc(-c4ccc(C)cc4)nn23)c1	22.6	0.0	-7.6	13.3	.	0.2	3.9	.	0.8
CCc1ccc(Nc2nc(N)nc(CSc3nnnn3-c3ccccc3)n2)cc1	11.3	-0.6	-15.6	4.1	15.9	1.7	-9.0	-3.7	-3.7
C=CCn1cnc2c(c1=O)c1nc3ccccc3nc1n2/N=C/c1cccc(OC)c1OC	21.0	0.1	5.6	-17.4	5.1	0.5	-22.1	-18.8	-13.3
Cc1cccc(CS(=O)(=O)Cc2ccc(C(=O)NCCCN3CCOCC3)o2)c1	-14.2	-0.4	4.5	-18.3	9.9	0.5	0.1	-8.0	5.1
CCN1CCN(Cc2cc(=O)oc3cc(C)cc(C)c23)CC1	-13.6	-0.7	-27.9	21.3	7.6	-0.4	-9.4	7.0	3.5
O=C1c2ccccc2-c2c1nc1c([n+]2[O-])CCCC1	-17.2	-0.3	34.5	9.6	4.7	1.6	0.4	-3.3	-11.2
CCn1c(=O)c(C)nn2c3ccccc3nc12	5.5	0.1	5.3	-6.8	-11.7	0.1	-18.1	-3.5	10.9
O=c1c2ccccc2nc2n1CCCS2	-2.1	-1.3	-9.1	5.2	10.4	0.5	-10.2	-2.1	-0.9
O=C(c1ccccc1)N1CC(COc2ccccc2)OC(c2ccco2)O1 (centres undefined)	12.6	-1.4	-5.4	-15.4	10.8	-0.5	-20.5	21.1	-6.0
COc1cc(C2c3c(oc4ccc(Cl)cc4c3=O)C(=O)N2Cc2ccco2)cc(OC)c1OC (centres undefined)	-13.7	0.2	-14.4	-13.5	25.1	0.2	-17.0	-1.8	-5.1
CC/C(O)=C(/C#N)c1nnc2n1CCCCC2	-17.2	-0.7	-11.5	10.6	-5.6	0.6	-30.6	-7.3	-7.4
CCOC(=O)N1CCN(Cc2nc(N)nc(Nc3ccc(Oc4ccccc4)cc3)n2)CC1	27.8	-0.4	9.8	-24.9	6.4	0.9	.	-8.3	5.1
COc1cccc(C(=O)Nc2nnc(C(C)C)s2)c1	0.9	.	5.3	2.7	-3.4	-0.9	.	4.0	0.9
CCN(CC)CCN1C(=O)C(=O)/C(=C(/O)c2ccncc2)C1c1ccccc1F (centres undefined)	-22.6	-0.2	-4.5	1.3	7.4	0.3	-10.6	-12.7	-3.7
COc1ccc(NC(=O)Nc2cccc3cccnc23)cc1	19.1	-0.9	26.0	65.5*	11.4	0.8	24.0	10.5	-10.8
NC(=O)c1c(NC(=O)CN2C(=O)CCC2=O)sc2c1CCCCC2	-18.1	-0.7	-3.5	-0.7	20.3	0.7	-7.3	5.1	-14.5
Cc1nn(Cc2ccccc2)c(N)c1C#N	-6.7	-0.2	7.7	-7.4	11.1	-0.4	-4.3	-8.0	-8.5
O=C(O)CCCn1nc(C(F)(F)F)c2c1CCCCC2	11.2	-0.5	-6.4	3.0	10.5	-0.9	0.6	-9.5	-9.6
COc1cccc(Nc2ncnc3c2cnn3C)c1	-20.4	-1.2	0.4	11.3	-14.6	-0.2	-2.9	-10.6	9.0
COc1ccc(OC)c(C2N(c3ccccn3)C(=O)C3CCCN32)c1 (centres undefined)	-19.9	0.7	5.5	-12.3	14.0	0.0	-0.1	-7.4	-1.6
CN=Cc1cc(-c2ccccc2)sc1O	4.1	-0.8	26.7	55.6*	-17.6	-0.8	15.1	15.2	-3.4
COc1ccc(S(=O)(=O)NCC(=O)N(CC(=O)NCC2CCCO2)c2cc(C)ccc2C)cc1 (centres undefined)	-16.6	.	-2.7	-0.1	1.4	-0.7	.	-14.1	4.1
CCCS(=O)(=O)c1nnnn1-c1cccc(OC)c1	40.5	-1.7	-82.4	-58.4	24.9	-1.2	116.2*	108.6*	106.4*
Cc1ccc2nc(-c3ccccc3)cn2c1	11.5	-0.7	-89.0	-89.2	19.1	-0.7	-65.6	15.7	-1.6
O=C(CN1CCOCC1)Nc1scc(-c2ccccc2)c1C(=O)N1CCOCC1	-11.4	-0.8	-0.9	11.4	4.5	-0.4	-16.1	3.5	-5.2

Gathered by group, those above with a COOH group.
SMILES	Ecoli tolC	S1P3 agonist	RORA act	SF1 activator	AP ELISA ortho	HTR1E agonist	S1P1 ag pot	5HT1a antag	HTR1E antagonist
O=C(O)C1C2C=CC(C2)C1C(=O)NCCc1ccccc1 (centres undefined)	-6.5	-0.5	-9.3	-11.8	13.5	0.4	-6.4	-7.5	-2.9
O=C(O)CCCn1nc(C(F)(F)F)c2c1CCCCC2	11.2	-0.5	-6.4	3.0	10.5	-0.9	0.6	-9.5	-9.6
